Assay outcomes: PubChem BioAssay, Broad Institute
RAD52 inh: blocks human RAD52 DNA annealing. P43351. 360,000 tested, 0.46% active. recombinant RAD52 DNA annealing, FRET fluorescence. inhibition, % at 18.7 µM. AID 651710;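 active = every replicate showing at least 50% inhibition; inconclusive = mean inhibition at least 50% but not in every replicate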
PglD inh: blocks C. jejuni PglD acetyltransferase activity | purified PglD enzyme, DTNB colorimetric CoA detection | inhibition, % at 12.5 µM | 360,000 tested, 0.098% active | AID 602405; in the data active = inhibition above about 16%, passing the limit was not always enough; inconclusive = no clear call, values can overlap the other calls; also: strong numbers were not always called active
ERp5 block: blocks human ERp5 reductase activity on insulin | Q15084 | ERp5 insulin aggregation, absorbance 650 nm, 90 min | inhibition, % at 9.99 µM | 350,000 tested, 0.05% active | AID 651711;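 active = mean replicate inhibition above about 25%, with every replicate also reaching it, limit read from the data, passing the limit was not always enough; inconclusive = only one of those two criteria met; inactive = neither criterion met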
Target sequence (Q15084 whole entry, looked up): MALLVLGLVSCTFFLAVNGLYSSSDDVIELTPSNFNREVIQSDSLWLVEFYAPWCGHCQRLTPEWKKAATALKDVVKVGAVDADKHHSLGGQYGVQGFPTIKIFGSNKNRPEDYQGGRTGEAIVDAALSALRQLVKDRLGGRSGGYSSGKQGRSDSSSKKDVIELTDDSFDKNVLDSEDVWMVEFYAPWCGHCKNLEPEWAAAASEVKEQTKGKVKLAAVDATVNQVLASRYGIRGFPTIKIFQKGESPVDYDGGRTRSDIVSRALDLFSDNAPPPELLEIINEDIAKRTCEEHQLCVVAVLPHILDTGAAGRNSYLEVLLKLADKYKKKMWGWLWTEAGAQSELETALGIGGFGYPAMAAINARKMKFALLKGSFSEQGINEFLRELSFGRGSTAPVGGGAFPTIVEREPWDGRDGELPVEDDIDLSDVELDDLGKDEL
Casp6 inh: caspase-6 (human) enzyme inhibition. P55212. purified caspase-6, Z-VEID-R110 cleavage fluorescence. inhibition, % at 12.5 µM. 350,000 tested, 0.53% active;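 active = mean inhibition across replicates at least about 35%, with every replicate also reaching that limit, limit read from the data; inconclusive = only one of the two criteria met; inactive = neither criterion met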;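 also: 0% = median of neutral control wells and 100% = no fluorescence left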
Target sequence (P55212 24-179 limits assumed): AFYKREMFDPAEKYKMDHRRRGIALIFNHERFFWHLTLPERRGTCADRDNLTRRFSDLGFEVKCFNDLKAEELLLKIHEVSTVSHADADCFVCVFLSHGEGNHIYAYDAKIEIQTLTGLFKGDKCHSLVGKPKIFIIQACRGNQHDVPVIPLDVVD
Target sequence (P55212 194-293 limits assumed): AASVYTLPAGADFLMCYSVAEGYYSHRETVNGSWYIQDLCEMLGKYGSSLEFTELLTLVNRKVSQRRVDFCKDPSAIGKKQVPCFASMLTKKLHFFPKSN
E-sel inducer: E-selectin induction on HUVECs; HUVEC E-selectin immunofluorescence imaging; normalized: neutral wells 0, TNF-alpha wells 100; activation, % at 7.58 µM; 260,000 tested, 0.37% active; AID 686992;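 active = mean E-selectin-positive cell signal at least 10% of the positive control, reached in at least 60% of replicates, without over 20% cell loss; inconclusive = no rule given, readout overlaps actives, possibly toxicity-flagged; inactive = the rest, including those meeting only one limit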;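 also: in these data hits start at about 27%; measured in HUVEC primary endothelial cells; signal is the percent of cells scored E-selectin positive by PE staining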
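assay system = HUVEC, human umbilical vein endothelial cells | input = 3,000 HUVEC seeded per well | medium = EGM-2 growth medium on 0.1% gelatin-coated wells | dosing = one compound dose added by pin transfer | signal = immunofluorescence imaging | read-out basis = % PE-positive cells | control set = TNF-alpha, DMSO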
esBAF inh: SWI/SNF esBAF complex inhibition | mouse ES cells, Bmi1-luciferase knock-in reporter, 24 h; 100% = twice the neutral-well signal | reporter increase, % at 12.5 µM | 350,000 tested, 2% active | AID 602393; in the data active = activation above about 40%; inconclusive = no clear call, values can overlap the other calls;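 also: 0% = median of the plate's neutral control wells and 100% = double that signal; a rise in the Bmi1 reporter signal indicates esBAF inhibition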
RAD54 branch: blocks human RAD54 Holliday junction branch migration | FAM/BHQ fluorescence | inhibition, % at 10.4 µM | 360,000 tested, 0.14% active | AID 602329;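 active = mean normalized replicate activity at least 40 and at least half of replicates scoring 40 or more; inconclusive = only one of the two criteria met; inactive = mean below 40 and under half of replicates reaching 40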;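 also: 0% = median of neutral control wells and 100% = median of positive control wells; inhibitors cause a drop in the FAM fluorescence signal; in these data hits start at about 50%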
ARNT-TACC3 inh: ARNT/TACC3 interaction disruption; Q9Y6A5; AlphaScreen His-ARNT PAS-B/GST-TACC3 binding, luminescence; TACC3 fragment carries E629A point mutation; inhibition, % at 9.99 µM; 390,000 tested, 0.66% active;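 active = mean inhibition of replicates at least 50% and at least half of replicates each reaching 50%; inconclusive = half or more replicates reach 50% but mean below 50%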;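 also: 0% = complete ARNT plus TACC3 wells and 100% = ARNT alone without TACC3; many hits fall short of the cut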
Numbers without * were called inactive; ? = inconclusive; . = no result given.

SMILES	RAD52 inh	PglD inh	ERp5 block	Casp6 inh	E-sel inducer	esBAF inh	RAD54 branch	ARNT-TACC3 inh
Cc1nc(-c2ccc(S(=O)(=O)N3CCCN(CCc4ccccc4)CC3)s2)cs1	-44	-2	4	-2	0.0	.	1	13
CN(C(=O)OC(C)(C)C)[C@H](Cc1ccccc1)C(=O)N[C@H]1CCCCNC1=O	-6	-1	4	0	.	7	11	-5
C[C@H]1CN([C@@H](C)CO)C(=O)c2cc(-c3cccnc3)cnc2O[C@@H]1CN(C)C(=O)c1cccc(F)c1	13	-2	-14	-1	0.0	-3	-2	.
O=C(/C=C/c1nc2ccccc2s1)N1CCCCCC1	-15	3	-13	-1	-0.9	32	-1	-7
COc1ccc(-c2cc(NC(C)=O)c3ncc(-c4ccccc4)n3c2)c(OC)c1	-17	1	-3	2	-0.4	-7	-6	.
CN(C)S(=O)(=O)c1cccc(NC(=O)CSc2nc3c(cc2C#N)C(=O)CC(C)(C)C3)c1	2	.	0	2	.	.	.	-11
O=C(Nc1cccnc1Cl)c1ccc2c(Cl)c3c(nc2c1)CCC3	-7	.	-3	8	.	.	.	-4
O=C(CN1CCOCC1)N1CCCCN2[C@H](CO)[C@@H](c3ccc(C#Cc4ccccc4)cc3)[C@@H]2C1	-5	0	-2	1	0.0	.	0	-1
COCC(=O)N[C@H]1C=C[C@@H](CC(=O)OC)O[C@@H]1CO	-6	.	-7	4	2.8	.	.	.
CCNC(=O)C1(C)CCCN(C(=O)c2ccnc(Cl)c2)C1 (stereo not given)	2	-2	-3	0	-0.4	1	1	.
C=CCNCCOc1ccc(C(C)(C)c2ccccc2)cc1	-10	.	0	-13	.	-7	.	.
COc1cc(CCC(=O)N2CCN(S(=O)(=O)c3ccc(C)c(C)c3)CC2)cc(OC)c1OC	-6	1	3	2	.	.	2	-8
NC(=O)c1ccc(Nc2ccc3c(c2)CCC3)c([N+](=O)[O-])c1	-8	-1	5	.	0.3	12	2	-2
CCOc1cc(CNCc2cccnc2)cc(Br)c1OCC(N)=O	-4	-1	1	9	0.2	-1	1	24
COc1ccccc1/C=C/C(=O)NC1CC2CCC1C2 (stereo not given)	2	-2	0	4	.	28	0	-2
CCCn1cc(S(=O)(=O)c2ccc(Cl)cc2)c(=O)c2cc(OC)ccc21	-11	-1	3	1	.	7	6	-2
CC(C)(C)n1nnnc1C(c1ccccc1)N1CCN(c2c(Cl)cncc2Cl)CC1 (stereo not given)	-3	.	2	4	-0.8	.	.	.
C/C=C/c1ccc2c(c1)O[C@@H](CN(C)C(=O)c1ccc(F)cc1)[C@H](C)CN([C@H](C)CO)S2(=O)=O	13	3	-3	-1	0.0	3	-5	0
COc1ccc(S(=O)(=O)N(C)CC(=O)NCC2CCCO2)cc1OC (stereo not given)	-11	11	5	2	.	-2	2	0
CCn1nc(C)c(/C=N/NC(=O)Cn2nnc(N)n2)c1C	-9	-2	1	-4	.	.	7	-4
Cc1ccc(S(=O)(=O)c2c(COC(=O)c3ccc(Cl)cc3)c(-c3ccccc3)nn2C)cc1	.	-3	.	.	.	9	-4	3
Cc1ccc(NC(=S)NCc2ccc(Cl)cc2)c(OC(F)F)c1	-6	-2	-4	2	0.5	-1	-1	-2
O=C(COC(=O)CCCc1nc2ccccc2s1)NC(=O)NCc1ccco1	-18	0	-1	5	3.2	3	3	12
C[C@@H]1CN([C@@H](C)CO)C(=O)c2ccccc2-c2ccccc2CO[C@H]1CN(C)S(=O)(=O)c1ccc([N+](=O)[O-])cc1	18	.	4	0	0.4	.	.	.
O=C(C[C@H]1CC[C@@H]2[C@H](COC[C@H](O)CN2C(=O)Nc2ccc(Cl)c(Cl)c2)O1)NCc1ccc(Cl)cc1	-11	-1	0	-1	0.2	-3	-16	9
O=Cc1ccnc(-c2ccc(OC(=O)c3ccco3)cc2)n1	-8	.	-3	-2	0.0	.	.	-1
O=S(=O)(NCCSCc1c(Cl)cccc1Cl)c1ccc2c(c1)OCCO2	3	0	-4	2	.	-1	12	-7
CCCNC(=O)N(C)C[C@H]1Oc2ncc(C#C[C@H](C)O)cc2C(=O)N([C@H](C)CO)C[C@H]1C	-7	-2	0	-3	1.0	-5	-1	-8
CN(CCc1ccccn1)C(=O)CCC1CCCN(C(=O)c2ccc3c(c2)OCCO3)C1 (stereo not given)	2	.	5	-2	-2.7	.	.	9
CCC(=O)C1CCCN(C(=O)CCc2nnc(-c3ccc4c(c3)OCO4)o2)C1 (stereo not given)	-19	1	1	2	.	33	-1	0
Cc1ccc(NC(=O)c2ccco2)nc1	-6	3	1	0	0.6	1	-2	-1
O=C(c1ccncc1)N1CC(=O)N2[C@@H](CO)[C@H](c3ccc(-c4cccnc4)cc3)[C@@H]2C1	-17	.	-5	2	0.1	.	.	.
N#Cc1ccc(S(=O)(=O)N2CCCCC2c2cc(C(=O)NCc3ccccc3)no2)cc1 (stereo not given)	-20	5	1	0	-0.1	-1	-4	.
CCOC(=O)C(=O)NNc1ccccc1OC	-17	.	1	-3	0.2	.	.	7
C[C@@H]1CCCCO[C@H](CN(C)S(=O)(=O)c2ccc(F)cc2)[C@@H](C)CN([C@@H](C)CO)C(=O)c2cc(NC(=O)c3ccncc3)ccc2O1	-17	0	8	-3	.	0	3	2
CCc1ccc(OCCOCC(O)CNC(C)(C)C)cc1 (stereo not given)	-3	-2	3	1	0.6	-3	-3	-1
CO[C@@H]1CN(C)C(=O)c2ccc(NC(=O)c3nc4ccccc4s3)cc2OC[C@H](C)N(Cc2cncnc2)C[C@@H]1C	-12	-3	1	-1	0.2	2	-1	6
C[C@@H]1CN([C@H](C)CO)C(=O)c2cc(N(C)C)ccc2O[C@@H](C)CCCCO[C@@H]1CN(C)S(=O)(=O)c1ccccc1	-9	-1	-1	-3	0.3	1	-2	15
CC1CCCCN1C(=O)c1ccccc1NC(=O)c1ccco1 (stereo not given)	.	-3	.	.	.	-1	-8	-5
Cc1ccc(CSCCNC(=O)CN(c2cccc([N+](=O)[O-])c2)S(C)(=O)=O)cc1	-11	.	-3	-1	.	.	.	-6
Cc1nc2ccccc2c(=O)n1NC(=O)c1ccccc1Br	-14	-4	3	4	.	-3	-4	0
O=C(COc1coc(CN2CCN(c3ccccc3F)CC2)cc1=O)NC1CCCC1	-14	2	1	2	-0.7	.	-6	4
O=C(NC1CCCC1)[C@@H]1[C@@H](CO)[C@@H]2Cn3c(cccc3=O)[C@@H]2N1C(=O)NC1CCCC1	-3	-2	2	-6	-0.4	-2	-3	-18
C[C@H]1CCCCO[C@@H](CN(C)S(=O)(=O)c2ccccc2)[C@@H](C)CN([C@@H](C)CO)C(=O)c2cc(NC(=O)Nc3ccccc3)ccc2O1	12	3	-5	1	.	0	-9	14
C/C(N)=C(/C#N)C(=O)COC(=O)[C@@H](NC(=O)c1ccccc1Cl)C(C)C	-3	-5	-2	-8	.	-4	-1	-6
CN(CC(=O)Nc1ccc2c(c1)CCC2)CC(=O)Nc1ccccc1Br	-13	.	8	1	.	.	.	-1
CCCn1c(SCC(=O)c2cc(C)n(C3CC3)c2C)n[nH]c1=O	-13	0	2	-1	-0.3	34	-2	-2
CC1(C(=O)O)Oc2cccnc2NC1=O (stereo not given)	-22	.	6	-3	-0.5	.	.	0
CCc1nc2ccc(C(=O)Nc3cc(-c4ccccc4)ccc3OC)cn2c1N(CC)Cc1cccc(Br)c1	-37	3	-5	-3	-0.5	2	-9	.
CN1CCN(CC(O)COc2ccc(C(=O)O)cc2)CC1 (stereo not given)	-6	2	1	-6	-0.2	-2	0	-3
(next part)
SMILES	RAD52 inh	PglD inh	ERp5 block	Casp6 inh	E-sel inducer	esBAF inh	RAD54 branch	ARNT-TACC3 inh
COc1cc(C2=NOC(C(=O)NCc3cccs3)C2)cc(OC)c1OC (stereo not given)	.	3	.	.	.	1	1	-2
Cc1ccc(S(=O)(=O)N2CCC[C@H]2C(=O)NC2CCCCC2)cc1	-3	-1	3	1	0.0	-4	-6	1
N/C(=N\OC(=O)C12CC3CC(CC(C3)C1)C2)c1ccccc1	.	2	.	.	.	-1	4	-7
Cc1cccc(NC(=S)N(CCN(C)C)Cc2cc3cc(C)ccc3[nH]c2=O)c1	8	.	-4	-3	.	.	.	9
Cc1cccc(OCCNC(=O)c2cc(C3CC3)nc3c2cnn3C(C)C)c1	-1	1	4	-2	.	5	0	.
CC(C)C#Cc1ccc2c(c1)O[C@@H](CN(C)Cc1cccnc1)[C@@H](C)CN([C@H](C)CO)S2(=O)=O	-1	-1	3	-3	0.0	0	-2	-3
O=C(N[C@H]1CC[C@@H](CCn2cc(-c3ccccn3)nn2)O[C@H]1CO)c1ccccc1	-1	5	-3	-7	-0.5	-1	-13	81*
CC(=O)[C@@H]1[C@@H](C)N(Cc2ccccc2)C(=O)N[C@H]1c1cccc(C(F)(F)F)c1	-6	0	-3	-2	-0.2	3	-7	1
COc1cc(C2NC(=O)NC(c3ccccc3)=C2C(C)=O)c(Cl)cc1OCC(=O)O (stereo not given)	1	.	0	-2	.	.	.	-4
Fc1ccccc1/C=C1\CCCC2=C1NC(=S)NC2c1ccccc1F (stereo not given)	-21	.	3	4	.	.	.	-5
CCC(CC)C(=O)Nc1nnc(S(=O)(=O)N(CC)c2ccc(OC)cc2)s1	-5	-7	-5	5	-0.1	4	12	4
C[C@@H]1CN([C@H](C)CO)C(=O)c2cc(NC(=O)Cn3cnnn3)ccc2O[C@@H]1CN(C)C(=O)Nc1ccc2c(c1)OCO2	8	3	-2	-2	-0.1	0	-2	-22
CCc1nc2c(OCCC3CCCCC3)cccn2c1N(C)C(=O)c1ccc(C)cc1	-21	11	2	6	-0.2	0	-4	.
O=C(NCCCn1ccnc1)c1ccc(Cl)s1	-6	19	-3	-20	-0.1	.	-8	4
Fc1cccc(/C=N/Nc2ccccn2)c1	1	.	4	-1	.	.	.	-3
C[C@H]1CN([C@@H](C)CO)C(=O)c2cc(NC(=O)Nc3ccccc3)ccc2O[C@H]1CN(C)C(=O)Nc1ccc(C(F)(F)F)cc1	8	4	2	-1	?	3	5	-3
C[C@@H]1CN([C@@H](C)CO)C(=O)c2cc(NC(=O)Nc3ccccc3)ccc2O[C@@H](C)CCCCO[C@@H]1CN(C)C(=O)CCCN(C)C	27	-1	1	0	-0.1	0	-1	-2
CCc1cccc(CC)c1NC(=O)CSc1nnc(C2CC2)n1N	-15	0	-2	1	.	.	-1	-4
Cc1ccc(S(=O)(=O)Nc2ccc(S(=O)(=O)Nc3ncccn3)cc2)cc1	.	1	.	.	.	-2	5	-13
Cc1ccc(-c2cc(NC(=O)CSc3n[nH]c(N)n3)n(-c3ccccc3)n2)cc1	.	-7	.	.	.	26	4	0
COc1ccccc1NC(=O)N1CCCCN2[C@H](C1)[C@H](c1ccc(C#CC3CC3)cc1)[C@@H]2CO	9	2	2	1	.	.	-3	.
CS(=O)(=O)c1ccc(C(=O)Nc2cc(-c3ccccc3)nn2-c2ccccc2)cc1	-8	-3	7	0	-0.1	4	-5	9
Cc1cc(C)n2ncc(C(=O)NCCc3ccccc3)c2n1	.	6	.	.	.	13	0	2
Cc1cc(C)nc(Nc2cccc(Cl)c2)n1	2	-5	6	0	.	-6	8	-5
CCCn1c(N)c(C(=O)CN(C)CC(=O)Nc2ccc(C)cc2)c(=O)[nH]c1=O	-20	1	-7	3	.	.	15	-1
CN1C(=O)S/C(=C/c2cccnc2)C1=O	.	4	.	.	.	-2	-14	-13
